Assay outcomes from PubChem.
ARNT TACC3 PPI: disruptors of ARNT/TACC3 protein interaction, primary screen, biochemical, AlphaScreen, single concentration; 390,000 compounds, 0.66% hits; Transforming acidic coiled-coil-containing protein 3 (Homo sapiens), Q9Y6A5; AlphaScreen His-ARNT PAS-B/GST-TACC3 binding, luminescence; TACC3 fragment carries E629A point mutation; inhibition, % at 9.99 µM;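 active = mean inhibition of replicates at least 50% and at least half of replicates each reaching 50%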;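 also: 0% = complete ARNT plus TACC3 wells and 100% = ARNT alone without TACC3; many hits fall short of the cut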
INS-1E GSIS act: GLuc luminescence reporter in INS-1E cells, primary screen for activators of glucose-dependent secretion of insulin | INS-1E GLuc reporter insulin secretion, 2-3 h | activation, % at 16.6 µM | 370,000 compounds, 0.61% hits;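 active = lowest replicate activation of at least 40%, so every replicate reaches that level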;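 also: 0% = median of neutral control wells and 100% = median of IBMX positive control wells; some compounds called inactive have numbers as strong as hits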
* hit, by the source's call. Some of the compounds tested; rates above refer to the full screens.

Start of the listing, in advance, 20 compounds:
nr	ARNT TACC3 PPI	INS-1E GSIS act	Structure
1	28	-4	O=C(Nc1nc(-c2ccccc2)c(-c2ccccc2)s1)c1ccc(S(=O)(=O)N2CCCC2)cc1
2	-7	0	CC1CCN(C(=O)c2ccc(NC(=O)C3CCCO3)cc2)CC1 (stereo not drawn)
3	0	-2	CC(C)(C)C(=O)/C=C/Nc1ccccc1O
4	34	-1	O=C(Nc1ccccc1)c1cc(S(=O)(=O)N2CCOCC2)cs1
5	34	-5	Cc1cccc(NC(=S)NNC(=O)c2ccccc2Br)c1
6	6	-12	Nn1c(SCC(=O)Nc2ccc(Oc3ccccc3)cc2)nnc1C1CC1
7	4	-35	CC1Cc2cc(-c3csc(NC(=O)Cc4cccs4)n3)ccc2N1S(C)(=O)=O (stereo not drawn)
8	1	-11	Cc1cc(C(F)(F)F)nn1CC(=O)NNC(=S)Nc1ccc(Cl)cc1
9	-5	-22	COc1ccc(/C=C/C(=O)NCC(=O)N/N=C/c2cc(Br)ccc2OCc2ccccc2)cc1
10	-4	21	CCOC(=O)c1c(C)[nH]c(C)c1C(=O)COC(=O)CCOc1ccccc1OC
11	-1	-32	CCOC(=O)N1CCN(Cc2cc(=O)oc3ccc4ccccc4c23)CC1
12	1	4	CN1CCN(C(=O)c2ccc3c(=O)n4c(nc3c2)CCCCC4)CC1
13	-6	9	O=C(CCNC(=O)c1ccc(Br)o1)NCc1ccccc1Cl
14	-11	-22	COc1ccc(N2CCN(C(=O)c3ccc(NS(=O)(=O)c4cccc(F)c4)cc3)CC2)cc1
15	0	-4	COc1ccc(-n2nc3cc(C)c(N)c(Br)c3n2)cc1
16	-5	16	CCN1C(=O)c2cccc3c(NC(=O)c4cccc(N5C(=O)CCC5=O)c4)ccc1c23
17	5	-38	Cc1cc([N+](=O)[O-])ccc1NC(=S)NC(=O)C(c1ccccc1)c1ccccc1
18	0	1	O=C(NCC1CCCO1)C1CCCN(Cc2cnn(-c3ccccc3)c2-n2cccc2)C1 (stereo not drawn)
19	2	-8	CCOC(=O)Cn1cc(/C=N/NC(=O)c2ccc(C#N)cc2F)c2ccccc21
20	19	5	COc1ccccc1-n1c(SCC(=O)NC(C)(C)C)nnc1-c1ccco1

This part in full, from the start:
nr	ARNT TACC3 PPI	INS-1E GSIS act	Structure
1	28	-4	O=C(Nc1nc(-c2ccccc2)c(-c2ccccc2)s1)c1ccc(S(=O)(=O)N2CCCC2)cc1
2	-7	0	CC1CCN(C(=O)c2ccc(NC(=O)C3CCCO3)cc2)CC1 (stereo not drawn)
3	0	-2	CC(C)(C)C(=O)/C=C/Nc1ccccc1O
4	34	-1	O=C(Nc1ccccc1)c1cc(S(=O)(=O)N2CCOCC2)cs1
5	34	-5	Cc1cccc(NC(=S)NNC(=O)c2ccccc2Br)c1
6	6	-12	Nn1c(SCC(=O)Nc2ccc(Oc3ccccc3)cc2)nnc1C1CC1
7	4	-35	CC1Cc2cc(-c3csc(NC(=O)Cc4cccs4)n3)ccc2N1S(C)(=O)=O (stereo not drawn)
8	1	-11	Cc1cc(C(F)(F)F)nn1CC(=O)NNC(=S)Nc1ccc(Cl)cc1
9	-5	-22	COc1ccc(/C=C/C(=O)NCC(=O)N/N=C/c2cc(Br)ccc2OCc2ccccc2)cc1
10	-4	21	CCOC(=O)c1c(C)[nH]c(C)c1C(=O)COC(=O)CCOc1ccccc1OC
11	-1	-32	CCOC(=O)N1CCN(Cc2cc(=O)oc3ccc4ccccc4c23)CC1
12	1	4	CN1CCN(C(=O)c2ccc3c(=O)n4c(nc3c2)CCCCC4)CC1
13	-6	9	O=C(CCNC(=O)c1ccc(Br)o1)NCc1ccccc1Cl
14	-11	-22	COc1ccc(N2CCN(C(=O)c3ccc(NS(=O)(=O)c4cccc(F)c4)cc3)CC2)cc1
15	0	-4	COc1ccc(-n2nc3cc(C)c(N)c(Br)c3n2)cc1
16	-5	16	CCN1C(=O)c2cccc3c(NC(=O)c4cccc(N5C(=O)CCC5=O)c4)ccc1c23
17	5	-38	Cc1cc([N+](=O)[O-])ccc1NC(=S)NC(=O)C(c1ccccc1)c1ccccc1
18	0	1	O=C(NCC1CCCO1)C1CCCN(Cc2cnn(-c3ccccc3)c2-n2cccc2)C1 (stereo not drawn)
19	2	-8	CCOC(=O)Cn1cc(/C=N/NC(=O)c2ccc(C#N)cc2F)c2ccccc21
20	19	5	COc1ccccc1-n1c(SCC(=O)NC(C)(C)C)nnc1-c1ccco1
21	-4	-34	O=C1c2cccnc2C(Nc2ccc(S(=O)(=O)N3CCCCCC3)cc2)N1Cc1ccccc1 (stereo not drawn)
22	12	-4	CCOc1ccc(N=C2C(=O)N(CN3CCOCC3)c3ccccc32)cc1
23	13	-11	COc1cccc(-c2cc(C(=O)N3CCc4ccccc4C3)no2)c1
24	-1	5	CCc1cc(C(=O)OC)c(N2C(=O)C3C4C=CC(C4)C3C2=O)s1 (stereo not drawn)
25	0	6	CCCCOc1ccc(C(=O)NCc2ccncc2)cc1
26	-2	-2	CCCNC(=O)c1cc2nc(-c3ccccc3)cc(C(F)(F)F)n2n1
27	-27	-2	O=C(O)C1CC(=O)N(c2ccc(OCc3ccccc3)cc2)C1 (stereo not drawn)
28	5	-7	COc1ccc(NS(=O)(=O)c2ccc(Br)s2)cc1OC
29	-6	7	c1ccc(-c2nc(-c3ccncc3)no2)cc1
30	-1	2	O=S(=O)(c1ccccc1)c1nc(-c2ccccc2)oc1N1CCCCC1
31	-2	-12	CCOC(=O)CSc1nc2ccc(N)cc2s1
32	-5	1	Cc1ccc(N2C(=O)C(Cl)=C(NCc3ccccc3)C2=O)c(C)c1
33	6	-13	CN(C1CCCCC1)S(=O)(=O)c1ccc(NC(=O)c2ccc(Br)o2)cc1
34	-4	-5	CN(Cc1nc(-c2ccncc2)no1)S(=O)(=O)c1ccccc1
35	-30	4	CCCCOC(=O)Nc1nnc(COc2ccccc2)s1
36	1	4	O=S(=O)(c1cccc2nonc12)N1CCN(c2cccc(Cl)c2)CC1
37	-19	-39	COc1ccc(/C=C\C(=O)Oc2cccc(/C=N/NC(=O)Cc3ccc(OC)c(OC)c3)c2)cc1
38	-1	-12	Cc1ccc(SCCNC(=S)Nc2cc(C)cc(C)c2)cc1
39	-2	4	COCCn1c(COc2cccc(OC)c2)nnc1SCC(=O)N1CCOCC1
40	-6	15	O=C1c2cccnc2C(O)N1Cc1ccco1 (stereo not drawn)
41	8	23	Cc1cc(NCCN2CCOCC2)n2nc(C)c(-c3ccccc3)c2n1
42	-4	13	COc1ccc(OC)c2[nH]c(=O)c(CCNS(=O)(=O)c3ccccc3)cc12
43	42	8	Cc1ccc(N2C(=O)CC(n3nc(C)cc3C)C2=O)cc1 (stereo not drawn)
44	9	34	CC(=O)c1cc(C#N)c(SCC(=O)OC(C)(C)C)nc1C
45	-3	17	O=C(c1nsnc1-c1ccccc1O)N1CCCCC1
46	-12	-31	CCOC(=O)COc1ccc(/C=C/[N+](=O)[O-])c(OCC(=O)OCC)c1
47	-5	-15	Cc1ccc(-c2noc(CN3CCOCC3)n2)cc1
48	-4	-16	Cc1cc(C(=O)Nc2sc3c(c2C#N)CCC(C)C3)no1 (stereo not drawn)
49	4	29	CCn1c(C(=O)N2CCCC(C(=O)O)C2)cc2sccc21 (stereo not drawn)
50	-6	-2	O=C(CSc1nc2ccccc2o1)NCC(=O)c1ccccc1

New compounds follow:
nr	ARNT TACC3 PPI	INS-1E GSIS act	Structure
51	-7	-41	COC(=O)c1ccc(Oc2nc(Nc3ccc(C)c(C)c3)nc(N(C)C)n2)cc1
52	-3	5	O=C(Nc1ccccc1)c1cccnc1N1CCCC1
53	14	-2	O=C(COC(=O)Cn1c(C(F)(F)F)nc2ccccc21)Nc1ccc2c(c1)OCCO2
54	-8	16	Cc1ccc(CCNC(=O)C2CCN(C(=O)c3sccc3-n3cccc3)CC2)cc1
55	-4	15	CCCn1[nH]cc(SC)c(=O)c1=O
56	0	-2	COc1ccc(C2C(=O)N(C3CCCCC3)CC(=O)N2C2CCCC2)cc1 (stereo not drawn)
57	13	12	O=C(Cc1cccs1)N1CCCC(c2nc3c(nnn3Cc3ccc(F)cc3)c(=O)[nH]2)C1 (stereo not drawn)
58	-5	-3	COCCCNC(=O)c1ccc(N2CCCC2)c(NS(=O)(=O)c2ccc(C)cc2)c1
59	-6	15	O=C(c1cc(-c2ccccc2)nc2ccccc12)N1CCOCC1
60	55*	-1	COc1cc(CNCc2ccccn2)ccc1OCc1ccc(Cl)cc1Cl
61	-3	-8	CN(CC(=O)N1CCN(c2cccc(Cl)c2)CC1)S(=O)(=O)c1cccs1
62	-8	2	CSc1nc(-c2ccc(Cl)cc2)nn1S(=O)(=O)c1ccc(Cl)cc1
63	0	-26	CCOc1ccccc1N1CCN(S(=O)(=O)c2ccc(F)c(F)c2)CC1
64	-2	51	COc1cc(OC)cc(-c2nc(-c3ccccc3OC)no2)c1
65	-1	-25	CCOC(=O)c1c(C)[nH]c(C)c1C(=O)COC(=O)[C@@H](NC(=O)c1ccccc1OCC)C(C)C
66	-1	14	CCC1=NN(C(=O)Cc2ccc(OC)c(OC)c2)C(O)(C(F)(F)F)C1 (stereo not drawn)
67	-5	-8	COc1ccccc1-c1ccc(=O)n(CC(=O)Nc2ccc(C(=O)N3CCCC3)cc2)n1
68	2	9	CC1CN(C(=O)/C=C/c2cccc([N+](=O)[O-])c2)CC(C)O1 (stereo not drawn)
69	-1	-2	COc1ccc(C2/C(=C(/O)c3ccc(C)cc3)C(=O)C(=O)N2C)cc1 (stereo not drawn)
70	-1	29	CC(C)C[C@H](NS(=O)(=O)c1ccc(Br)cc1)C(=O)O
71	0	-15	Cc1cc(C)c(C)c(/C=C(/C#N)C(N)=S)c1C
72	3	-1	CCn1c(=O)cc(SCC(=O)N2CCN(c3ccccc3F)CC2)c2ccccc21
73	0	1	Nc1nc(C2CCCCC2)cs1
74	11	1	CC(=O)NN1C(=O)/C(=C/c2ccc(Br)o2)SC1=S
75	-3	-33	CC(C)C(=O)NCCc1nc2ccccc2n1CCCOc1ccc(Cl)cc1
76	-2	-1	CC(NC(=O)c1ccc(N(C)C)cc1)C1CC2CCC1C2 (stereo not drawn)
77	-5	-4	CN1CCN(C(=O)c2cc(-c3cccc(Cl)c3)on2)CC1
78	-2	13	CCC(=O)c1ccc(OCc2ccc(C(=O)OC)cc2)c(OC)c1
79	0	16	CCN1CCCC1CNC(=O)CSc1cc(=O)n(CC)c2ccccc12 (stereo not drawn)
80	5	0	CC1CCN(C(=O)C2c3ccccc3C(=O)N3CCc4ccccc4C23)CC1 (stereo not drawn)
81	-3	4	CCN(CC)C(=O)C1=C(C)Nc2nc3ccccc3n2C1c1cccc(OC)c1 (stereo not drawn)
82	-11	8	COC(=O)c1cc(=O)n(Cc2cccs2)c(=NCc2cccs2)s1
83	-20	-19	CC(C)(C)NC(=O)c1cc(C(C)(C)C)c(O)c(C(C)(C)C)c1
84	3	-26	COc1cccc(Cn2c(Oc3cccc(C)c3)nc3c2c(=O)n(C)c(=O)n3C)c1
85	0	-22	N#CC1(Cc2ccc(Cl)cc2)c2ccccc2C=CN1C(=O)c1ccccc1 (stereo not drawn)
86	-4	-7	CCC(C)c1c(O)nc(SCc2ccccc2)[nH]c1=O (stereo not drawn)
87	2	25	CCCN(CCC)C(=O)CCS(=O)(=O)c1cccc2nsnc12
88	-8	22	Cc1ccc(C=Nc2ccccc2C(N)=O)cc1
89	0	31	CCC/C(O)=C1\C(=O)CC(c2ccccc2)CC1=NC (stereo not drawn)
90	38	-14	O=C(c1ccccc1)N(Cc1ccc(F)cc1)Cc1nc2ccccc2c(=O)[nH]1
91	-6	10	CC1CN(CCCOc2ccccc2[N+](=O)[O-])CC(C)O1 (stereo not drawn)
92	12	-5	Cc1c(C(=O)N2CCC(C)CC2)sc2ncnc(N3CCN(c4ccccc4)CC3)c12
93	28	-4	O=c1[nH]c(Nc2ccccc2)cc2ccccc12
94	6	30	CCCc1cc(=O)[nH]c(SCC(=O)Nc2ccccc2C#N)n1
95	28*	8	CCCC(=O)NC(NC(=S)Nc1ccc(S(N)(=O)=O)cc1)C(Cl)(Cl)Cl (stereo not drawn)
96	2	8	Cc1csc(SCC(=O)Nc2ncc(Cl)c(C)c2Cl)n1
97	16	4	O=C(Cn1c(=O)n(Cc2ccco2)c(=O)c2cc(Cl)ccc21)NCC1CCCO1 (stereo not drawn)
98	-7	-35	Cc1cc(C)n(-c2c(F)c(F)c(COC(=O)c3ccccc3)c(F)c2F)n1
99	1	14	CCN(CC)C(=O)CNC(=O)Cc1ccc(Cl)cc1
100	1	6	COCCCNC(=O)CCn1c(=O)c2ccccc2n(CC(=O)Nc2c(C)cccc2C)c1=O

Continuation:
nr	ARNT TACC3 PPI	INS-1E GSIS act	Structure
101	1	7	Nn1c(SCC(=O)NCc2ccccc2)nnc1C1CC1
102	-2	12	C=CCOC(=O)C1=C(C)OC(N)=C(C#N)C1c1ccc2c(c1)OCO2 (stereo not drawn)
103	-8	-19	CC(C)(C)c1ccc(C(=O)N2CCC(C(=O)NCCC3=CCCCC3)CC2)cc1
104	2	18	Cc1ccccc1NC(=S)N(C)Cc1cccs1
105	6	-2	O=C(NCc1cccnc1)C1CCN(S(=O)(=O)c2cccs2)CC1
106	-1	20	Cc1ccc(C)c(NC(=O)c2ncn[nH]2)c1
107	-15	-5	O=C(Cc1c[nH]c2ccccc12)NC1(C(=O)NC2CCCCC2)CCCCC1
108	2	9	CCC(C)(C)NC(=O)CN(C(=O)CNS(=O)(=O)c1ccccc1)c1ccccc1
109	5	18	Cc1ccc(CC(=O)NCC(C)C)cc1
110	-10	-2	COc1cccc(C2=NOC(C(=O)NCc3ccc(F)cc3)C2)c1 (stereo not drawn)
111	1	3	COc1cc(C)nc(NS(=O)(=O)c2ccccc2)n1
112	2	2	O=c1c2ccccc2nnn1CSc1ccc2c(c1)OCCO2
113	-9	4	CCOc1ccc(NC(=O)c2nccnc2CO)cc1
114	-2	-6	COc1ccc(C2(C)NC(=O)N(CC(=O)NCCC3=CCCCC3)C2=O)cc1OC (stereo not drawn)
